Compound activity (PubChem BioAssay)
TrxR1 substrate = is turned over as a substrate by rat TrxR1 | purified TrxR1 substrate turnover, NADPH consumption readout | Potency, µM (titrated, usually from 114 µM), without a hit: at the highest dose activity change, negative = substrate turnover | 0.01% of 390,000 active; further: potency means the concentration at half of the fitted maximal effect; on the % scale 0 is the no-effect control and ±100 the full control effect; nearly all actives have a fitted effect of over 50% in size
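Rat TrxR1, dispensed at 90 nM, was prereduced with 400 uM NADPH (final) for 5 min at ~22 deg C, then incubated with compound 15 min before 400 uM selenite. A first-read NADPH fluorescence drop versus no-compound background flagged substrates.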
D2 antag = antagonizes the human D2 dopamine receptor; inhibition, % at 10 µM; 2% of 340,000 active; HEK293 TREx D2 cells, calcium flux, dopamine EC80; P14416; in the data active means inhibition above about 30%; further: 0% is about no effect
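Read-out: kinetic calcium fluorescence (1 cycle/s) in inducible HEK293 T-REx D2 cells after an EC80 dopamine addition that followed 180 s compound preincubation. Loss of the dopamine response indicates antagonism.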
TRHR PAM = TRH receptor (human) allosteric enhancement; P34981; TRHR cells, fluo-8 calcium fluorescence, EC20 TRH enhancement; enhancement, % at 2 µM; 0.66% of 360,000 active; in the data active means enhancement above about 30%; further: 0% is about no effect
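TRHR-expressing cells loaded with fluo-8 calcium dye were read kinetically (ex 480/em 530) during compound addition, then stimulated with an EC20 of TRH (10 nM final). Enhancement of the Gq-mediated intracellular calcium response was scored.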
rTrxR1 inhibitor = blocks rat thioredoxin reductase 1; recombinant rTrxR1, NADPH fluorescence consumption, selenite substrate; Potency, µM (series often up to 114 µM), for inactives: at the highest dose activity change, negative = inhibition, usual class: inhibitors; O89049; 1% of 390,000 active; further: potency means the concentration at half of the fitted maximal effect; on the % scale 0 is the no-effect control and ±100 the full control effect; nearly all actives have a fitted effect of over 65% in size
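Rat TrxR1 (90 nM in the dispensed reagent) was pre-reduced with 400 uM NADPH for 5 min at room temperature, then incubated with compound for 15 min. After 400 uM selenite was added, NADPH fluorescence (Ex 340/Em 450 nm) was followed for 8 min.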
TRHR ag = agonists of human TRH receptor; P34981; TRHR cells, calcium flux fluo-8, FDSS agonist mode; activation, % at 2 µM; 0.18% of 360,000 active; AID 493084; in the data active means activation above about 30%; further: 0% is about no effect
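TRHR-expressing cells loaded with fluo-8 calcium dye; 23 nL library compound pin-transferred, kinetic FDSS fluorescence (Ex 480/Em 530) recorded about 180 s for agonist-induced calcium release, before a 10 nM TRH EC20 addition for potentiator mode.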
PI4K2A inh = blocks human PI4K2A kinase activity; 0.13% of 420,000 active; Q9BTU6; purified PI4K2A, ADP-Glo luminescence, 1 h; stronger effect = lower value; AID 1346378; activity change, negative = inhibition, % at 76.9 µM; in the data active means activity change below about -50%; inconclusive means mostly about -30% to -49%;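 further: -100% = wells without enzyme as full effect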
Target sequence (Q9BTU6 whole entry, looked up): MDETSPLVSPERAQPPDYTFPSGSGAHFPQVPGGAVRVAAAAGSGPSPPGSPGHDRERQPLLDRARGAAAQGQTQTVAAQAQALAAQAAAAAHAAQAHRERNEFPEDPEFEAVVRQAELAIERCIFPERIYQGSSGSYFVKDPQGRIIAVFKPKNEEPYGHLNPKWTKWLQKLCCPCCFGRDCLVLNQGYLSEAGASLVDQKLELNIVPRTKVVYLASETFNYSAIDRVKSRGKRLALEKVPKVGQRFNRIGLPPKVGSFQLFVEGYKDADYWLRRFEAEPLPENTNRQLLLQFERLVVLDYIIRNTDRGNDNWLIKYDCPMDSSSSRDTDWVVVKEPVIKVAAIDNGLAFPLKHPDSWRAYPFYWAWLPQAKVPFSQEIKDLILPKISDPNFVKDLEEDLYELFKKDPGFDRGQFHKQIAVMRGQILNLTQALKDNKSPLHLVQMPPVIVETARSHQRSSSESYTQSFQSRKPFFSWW
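ADP-Glo luminescence measured ADP generated by PI4K2A enzyme (4 ug/mL before mixing) with 1.2 mM PI substrate (pre-mix) and 300 microM ATP (pre-mix). Tris pH7.5 buffer with MgCl2, Triton X-100; 1 h reaction at ambient temperature.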
USP1-UAF1 inh = USP1/UAF1 (human) deubiquitinase inhibition; Potency, µM (series often up to 57.1 µM), for the others: at the top dose activity change, negative = inhibition, usual class: inhibitors; 0.23% of 390,000 active; recombinant USP1/UAF1, Ub-Rhodamine cleavage fluorescence; O94782; further: potency means the concentration at half of the fitted maximal effect; on the % scale 0 is the no-effect control and ±100 the full control effect; nearly all actives have a fitted effect of over 60% in size; inactives centre near -12
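USP1/UAF1 complex (1 nM) preincubated 15 min at room temperature with compound, then Ub-Rho substrate (150 nM final) added. Kinetic fluorescence at 480/540 nm over 6 reads at 60 s intervals; 50 mM HEPES pH 7.8, 0.5 mM EDTA, 0.1 mg/ml BSA, 1 mM TCEP, 0.01% Tween-20.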
D2 ag = agonists of human D2 dopamine receptor | activation, % at 2 µM | P14416 | HEK293 T-REx D2 cells, calcium flux agonist mode | 0.53% of 340,000 active;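 active means activation over 3 SD above normal in the single-dose calcium agonist read, cut at about 30% in these data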; further: 0% is about no effect
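Calcium-flux readout, 1 cycle/sec over 180 s following compound pin transfer, in inducible HEK293 Trex D2 cells (force-coupled); dopamine controls included. Positive calcium responses during this window marked compounds as potential agonists.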
mIDH1 inhibitor = blocks human mutant IDH1 R132H enzyme; IDH1-R132H enzyme, NADPH consumption, diaphorase/resazurin fluorescence; 0.093% of 390,000 active; AID 602179; Potency, µM (titrated, usually from 76.6 µM), inactives show top-dose activity change, negative = inhibition, most hits filed as inhibitors; O75874; further: potency means the concentration at half of the fitted maximal effect; on the % scale 0 is the no-effect control and ±100 the full control effect; nearly all actives have a fitted effect of over 65% in size
Target sequence (O75874 whole entry R132H, stated change not applied): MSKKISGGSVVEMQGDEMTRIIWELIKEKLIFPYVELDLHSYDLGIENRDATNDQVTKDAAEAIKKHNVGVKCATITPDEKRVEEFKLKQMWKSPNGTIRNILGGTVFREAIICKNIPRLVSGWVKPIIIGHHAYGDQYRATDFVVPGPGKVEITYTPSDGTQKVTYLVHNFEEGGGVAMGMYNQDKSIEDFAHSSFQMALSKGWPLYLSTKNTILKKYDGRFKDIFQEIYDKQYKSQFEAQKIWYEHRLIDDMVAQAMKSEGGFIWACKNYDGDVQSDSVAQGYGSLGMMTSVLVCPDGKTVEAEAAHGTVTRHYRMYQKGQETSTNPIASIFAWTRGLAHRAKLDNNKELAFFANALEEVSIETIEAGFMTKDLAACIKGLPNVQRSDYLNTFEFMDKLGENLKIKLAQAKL
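IDH1-R132H (0.5 ug/mL) preincubated 30 min with compound, then NADPH (0.016 mM) and alpha-KG (2 mM) added; 80 min at RT, pH 7.5. Remaining NADPH coupled via diaphorase/resazurin to fluorescence (540/590 nm); concentration-response curves normalized to no-enzyme control.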
Starred values were filed as active, the others as inactive; ? = inconclusive; · = no result given; & = joins results of further samples; [ ] = remark or other dose. Unless noted, the call rests on the fitted dose curve; in most records, active means well fitted inhibition curve with a large enough effect; inconclusive means small, poorly fitted or top-dose-only effect; inactive means no such curve, though single readings can be large or run the other way.

The line under a structure holds: TrxR1 substrate, D2 antag, TRHR PAM, rTrxR1 inhibitor, TRHR ag, PI4K2A inh, USP1-UAF1 inh, D2 ag, mIDH1 inhibitor
COc1ccc(-c2cc(-c3nnc(COC(=O)CC4CCCC4)o3)c3ccccc3n2)cc1OC
    16%[57.1 µM], -17, -3, 14%[57.1 µM], -0.4, 0, -3%, 0.3, 10%
CCC(Sc1nc2ncccc2o1)C(=O)Nc1cccc(C)c1 (centres undefined)
    4%[57.1 µM], ·, -5, 7%[57.1 µM], -0.3, -4, -20%, 0.5, ·
CCOc1ccc(NC(=O)CC2C(=O)N(c3ccccc3)C(=O)N2CCc2ccc(OC)cc2)cc1 (centres undefined)
    -4%, ·, -3, 12%, -0.1, -4, -22%, -0.3, -8%
O=C1OCCC1Sc1nnc(-c2ccco2)n1-c1ccccc1 (centres undefined)
    5%[57.1 µM], 1, -5, 5%[57.1 µM], 0.3, 0, -19%, 0.6, 2%
CCOc1ccc(C(C)NC(=S)NC2CCCCC2)cc1OCC (centres undefined)
    8%[57.1 µM], 41*, 7, 9%[57.1 µM], 0.2, 1, -22%, -0.9, -1%
O=c1ccc(-c2ccccc2)no1
    7%, -8, -1, -16%, 0.4, -12, -26%, 2.4, 8%
CCOC(=O)c1scc(-c2ccccc2)c1S(=O)(=O)Nc1ccccc1F
    -6%[57.1 µM], ·, -1, 9%[57.1 µM], -0.4, 1, -5%, 0.0, -18%
CN(C)/C=N/C(=S)Nc1ccccc1Cl
    5%[57.1 µM], 2, -1, 15%[57.1 µM], -0.4, 0, -5%, 1.2, 0%
CCN(c1ccccc1)S(=O)(=O)c1cc(C(=O)OCC(=O)c2c(N)n(C)c(=O)n(C)c2=O)ccc1C
    -9%, ·, ·, ?, ·, -6, 0%, ·, 3%
Cc1ccc(Cn2cccc(NC(=O)c3ccco3)c2=O)cc1
    -5%, 9, 1, -11%, -1.3, 2, -18%, -0.2, 11%
CCCN(CC(=O)Nc1ccccc1OC)Cc1c(O)ccc2ccccc12
    1%, 0, -2, ?, 0.5, 4, -10%, -0.1, 6%
CC(=O)N/C(=C\c1ccccc1)C(=O)OCC(=O)N(C)C1CCS(=O)(=O)C1 (centres undefined)
    -1%, ·, ·, 10%, ·, 0, -7%, ·, 1%
Cc1c(Cl)cccc1NC(=O)COC(=O)c1c2c(nc3ccccc13)CCN(Cc1ccccc1)C2
    -10%, ·, 3, -8%, -0.2, -2, -6%, ·, 4%
COc1cc(/C=C/C(=O)OCC(=O)NC(=O)NC(C)C)cc(OC)c1OC
    8%, 18, 3, 15%, -2.4, 1, -6%, -2.4, 4%
O=C(c1ccccc1)c1ccc(OCCn2cnc3ccccc3c2=O)cc1
    -5%, -26, -7, -3%, -0.2, 2, -19%, 0.6, 6%
O=C1C(Cl)=C(N2CCOCC2)C(=O)N1c1cccc(C(F)(F)F)c1
    -2%, -8, 1, -8%, -0.2, 11, -26%, -0.6, 1%
CCC(C)NC(=O)c1cc2cc3ccc(OC)cc3nc2s1 (centres undefined)
    142%[activator], -5, 5, 1%, -2.2, -11, -17%, -1.2, 1%
COc1ccc(/C=N/NC(=O)c2ccc(NC(C)=O)cc2)cc1COc1ccc(F)cc1F
    46%[activator], 5, 2, 45%[activator], 0.8, -8, -17%, 0.9, -6%
C/C(=N/NC(=O)c1cn(-c2cccc(C)n2)cn1)c1ccc(C)cc1
    1%, -9, -3, 4%[57.1 µM], -0.4, 3, 5%, -0.9, 2%
CC1=C(Sc2nc3ccccc3[nH]2)C(=O)NC(C)(C)C1
    2%[57.1 µM], -13, 3, 7%[57.1 µM], -0.2, 4, -9%, -0.2, 5%

Reformatted as tab-separated lines: 3 of the compounds above.
smiles	TrxR1 substrate	D2 antag	TRHR PAM	rTrxR1 inhibitor	TRHR ag	PI4K2A inh	USP1-UAF1 inh	D2 ag	mIDH1 inhibitor
Cc1ccc(Cn2cccc(NC(=O)c3ccco3)c2=O)cc1	-5%	9	1	-11%	-1.3	2	-18%	-0.2	11%
CCCN(CC(=O)Nc1ccccc1OC)Cc1c(O)ccc2ccccc12	1%	0	-2	?	0.5	4	-10%	-0.1	6%
CC(=O)N/C(=C\c1ccccc1)C(=O)OCC(=O)N(C)C1CCS(=O)(=O)C1 (centres undefined)	-1%	·	·	10%	·	0	-7%	·	1%

Next part
The line under a structure holds: TrxR1 substrate, D2 antag, TRHR PAM, rTrxR1 inhibitor, TRHR ag, PI4K2A inh, USP1-UAF1 inh, D2 ag, mIDH1 inhibitor
CN1CCC2CC1c1cc(-c3ccc(C(F)(F)F)cc3)ccc12 (centres undefined)
    1%, ·, ·, 10%, ·, -1, -22%, ·, 7%[38.3 µM]
CCOc1ccc(C(=O)NC(=S)Nc2ccccc2OC)cc1[N+](=O)[O-]
    -11%, 13, 2, -20%, 1.2, 2, -20%, 0.8, 1%
CC(C)CN(C(=O)COc1ccc([N+](=O)[O-])cc1)c1c(N)n(CC(C)C)c(=O)[nH]c1=O
    4%, 8, -8, 22%, 0.3, -8, -20%, 0.4, 3%
Cc1ccc(NCc2nnc(SCC(=O)O)n2-c2ccc(C)cc2)cc1
    -9%[57.1 µM], 3, 0, 23%[57.1 µM], -0.2, -9, -22%, 0.0, 5%
COc1cccc(C(=O)NNC(=O)c2cccnc2)c1
    -5%, -22, -2, 6%, 1.2, 0, -12%, -0.3, 1%
CC1(C)CC(=O)C/C(=N\NC(=O)C2CC23CCC3)C1 (centres undefined)
    -15%[57.1 µM], 47*, -2, -41%, 0.1, -1, -5%, 0.9, 3%
Fc1cccc2sc(N3CCCCC3)nc12
    2%, 5, 4, 26%, -1.4, 0, -13%, -0.8, 3%
O=C(O/N=C1\CCS(=O)(=O)c2sccc21)c1c(F)cccc1F
    3%, 5, 6, 19%[57.1 µM], -0.4, 7, 1%, -3.4, -1%
O=C(NCCCN1CCOCC1)c1cccnc1SCc1ccccc1Cl
    3%, ·, 7, 15%, -0.4, -2, -20%, ·, 7%
CCCCCn1c(=O)c(-c2nc3ccccc3c(=O)[nH]2)c(O)c2ccccc21
    ·, 22, -3, ·, -0.1, ·, ·, 0.7, ·
CC(=O)NC1(C(F)(F)F)C(=O)Nc2c1c(=O)[nH]c(=O)n2CCc1ccccc1 (centres undefined)
    -14%, 7, 3, -20%, 0.8, -3, 4%, 0.4, -1%
CC1(C)OC(=O)C(=Cc2ccc(-c3ccc(Cl)c(C(=O)O)c3)o2)C(=O)O1
    -6%[57.1 µM], -27, 7, ?, 0.9, -19, -18%, 2.0, 18%
CN1CCN(C(=O)c2cnn(-c3ccccc3)c2NC(=O)c2ccc(Br)cc2)CC1
    -12%, ·, ·, -15%, ·, 3, -3%, ·, 6%
Cc1ccc(NC(=O)/C(C#N)=C/c2ccccc2C(F)(F)F)cc1
    0%, -6, 18, 21%, -1.9, 10, -11%, -1.1, -1%
Cc1ccc(C)c(CNC(=O)Nc2ccccc2)c1
    -2%[57.1 µM], -3, 2, -2%[57.1 µM], -0.2, 2, -17%, -1.8, -3%
O=C(c1cnc2n(c1=O)CCS2)N(c1ccccc1)C1CCCCC1
    -8%, 29, 7, -5%, -0.3, 6, -9%, 0.4, 3%
CCn1cc(S(=O)(=O)c2cc(C)cc(C)c2)c(=O)c2cc(F)c(N3CCCC3)cc21
    37%[activator], ·, 12, 64%[activator], -0.5, -1, -15%, -1.2, -14%
CCOC(=O)N1CCc2c(sc3c2c(=O)n(Cc2ccccc2)c(=O)n3Cc2cccc(C)c2)C1
    -1%&2%, -2, 10&0, 10%&6%, 0.4&0.3, -11&1, ?, 0.4&1.4, -17%&-3%
COc1cc(C(=O)Nc2ccc(OCc3cc(=O)n4cccc(C)c4n3)cc2)cc(OC)c1OC
    5%[57.1 µM], ·, -2, 6%[57.1 µM], -0.6, -3, -1%, -0.9, 0%
COCCNC(=O)CSc1cc(-c2ccccc2)c2ccc(OC)cc2n1
    12%, -16, -2, 11%[57.1 µM], -2.0, 3, -19%, 0.8, 2%
COC(=O)c1cnc(N)s1
    -4%[2.29 µM], ·, ·, 14%[57.1 µM], ·, -3, -15%, ·, -7%
O=C(Nc1ccc(F)c(F)c1)C1CCCN(S(=O)(=O)c2cnc[nH]2)C1 (centres undefined)
    -6%, -30, 21, 8%, 0.1, 1, -14%, -1.4, -3%
O=C1C(C=NCCCN2CCOCC2)=C(O)c2ccccc21
    -8%, 10, 1, -16%, 0.1, -7, -8%, -0.4, 2%

A few values from above:
Cc1ccc(NCc2nnc(SCC(=O)O)n2-c2ccc(C)cc2)cc1 in TRHR PAM is entered as 0
CC1(C)OC(=O)C(=Cc2ccc(-c3ccc(Cl)c(C(=O)O)c3)o2)C(=O)O1 in TrxR1 substrate is entered as -6%[57.1 µM]

Random excerpt: two records from the list.
The line under a structure holds: TrxR1 substrate, D2 antag, TRHR PAM, rTrxR1 inhibitor, TRHR ag, PI4K2A inh, USP1-UAF1 inh, D2 ag, mIDH1 inhibitor
COC(=O)c1cnc(N)s1
    -4%[2.29 µM], ·, ·, 14%[57.1 µM], ·, -3, -15%, ·, -7%
O=C(NCCCN1CCOCC1)c1cccnc1SCc1ccccc1Cl
    3%, ·, 7, 15%, -0.4, -2, -20%, ·, 7%
